# Screens deposited in PubChem BioAssay by several laboratories.
# hERG rescue – compounds protecting human hERG from proarrhythmic drug block. CHO-hERG, FluxOR thallium flux, dofetilide IC70 present. Q12809. activation (rescue from dofetilide block), less the hit threshold, % at 10 µM. AID 1511. hit rate 0.51% among 310,000;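 active means activation above the mean of controls blocked by dofetilide plus 5 SD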;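 further: thallium influx through hERG after potassium depolarization seen as dye fluorescence rise; in these data hits start at about 4.7%; inactives centre near -7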
# KCNK3 block – human KCNK3 channel inhibition, primary screen | AID 602410 | CHO-KCNK3 thallium flux, FluxOR fluorescence; active compounds read low | B-score at 10 µM | hit rate 0.84% among 340,000;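 active means B-score under library mean minus 4 SD, starting fluorescence ratio at most library mean plus 5 SD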;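 further: more negative B-score means stronger inhibition of thallium flux through KCNK3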
# KCNQ1 pot – potentiates or activates the human KCNQ1 potassium channel; P51787; CHO-K1 KCNQ1, thallium flux FluxOR fluorescence; active compounds read high; B-score at 10 µM; hit rate 0.35% among 310,000;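 active means fluorescence ratio B-score, a plate-corrected score, at least three library SD, with initial intensity B-score within 5 SD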
#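 Test system: CHO-K1 cells stably expressing KCNQ1 / Medium: assay buffer / Also added: depolarizing K+/Tl+ stimulus, K2SO4 and Tl2SO4 each 12.5 mM in 5x stock / Incubation: 90 min dye loading and 20 min compound exposure, both at room temperature / Signal: thallium influx via FluxOR fluorescence, kinetic imaging / Evaluation: B score of baseline-normalized fluorescence ratio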
# Platelet DG rel – platelet dense granule release activity; human platelet-rich plasma, SFLLRN dense granule ATP release, luminescence; inhibition, %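 (compounds screened at 7.5 µM in platelet-rich plasma)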; hit rate 0.22% among 300,000; AID 1663;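 active means mean replicate score, as percent of positive control, at or above 50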
# DYRK1A inh – Dyrk1A (rat) kinase inhibition; Q63470; ADP-Glo luminescence, NFATc1 peptide; inhibition, % at 12.5 µM; hit rate 0.43% among 310,000; AID 504441; in the data active means inhibition above about 50%;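 further: plate controls were vehicle with enzyme for no effect and no enzyme for full effect; many of its hits are not listed in these tables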
# TRPC4 potent – allosterically enhances the mouse TRPC4 cation channel; B-score at 10 µM; hit rate 0.42% among 310,000; AID 2227; HEK293 TRPC4beta/mu-opioid, DAMGO EC20, Fluo-4 Ca2+ flux; active compounds read high; Q9QUQ5;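 active means B-score of calcium response area above 5 SD of library B-scores, with initial fluorescence ratio within 5 SD of library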;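 further: B-score of integrated fluorescence ratio over time as area under calcium response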
# Target sequence (Q9QUQ5 whole entry, looked up): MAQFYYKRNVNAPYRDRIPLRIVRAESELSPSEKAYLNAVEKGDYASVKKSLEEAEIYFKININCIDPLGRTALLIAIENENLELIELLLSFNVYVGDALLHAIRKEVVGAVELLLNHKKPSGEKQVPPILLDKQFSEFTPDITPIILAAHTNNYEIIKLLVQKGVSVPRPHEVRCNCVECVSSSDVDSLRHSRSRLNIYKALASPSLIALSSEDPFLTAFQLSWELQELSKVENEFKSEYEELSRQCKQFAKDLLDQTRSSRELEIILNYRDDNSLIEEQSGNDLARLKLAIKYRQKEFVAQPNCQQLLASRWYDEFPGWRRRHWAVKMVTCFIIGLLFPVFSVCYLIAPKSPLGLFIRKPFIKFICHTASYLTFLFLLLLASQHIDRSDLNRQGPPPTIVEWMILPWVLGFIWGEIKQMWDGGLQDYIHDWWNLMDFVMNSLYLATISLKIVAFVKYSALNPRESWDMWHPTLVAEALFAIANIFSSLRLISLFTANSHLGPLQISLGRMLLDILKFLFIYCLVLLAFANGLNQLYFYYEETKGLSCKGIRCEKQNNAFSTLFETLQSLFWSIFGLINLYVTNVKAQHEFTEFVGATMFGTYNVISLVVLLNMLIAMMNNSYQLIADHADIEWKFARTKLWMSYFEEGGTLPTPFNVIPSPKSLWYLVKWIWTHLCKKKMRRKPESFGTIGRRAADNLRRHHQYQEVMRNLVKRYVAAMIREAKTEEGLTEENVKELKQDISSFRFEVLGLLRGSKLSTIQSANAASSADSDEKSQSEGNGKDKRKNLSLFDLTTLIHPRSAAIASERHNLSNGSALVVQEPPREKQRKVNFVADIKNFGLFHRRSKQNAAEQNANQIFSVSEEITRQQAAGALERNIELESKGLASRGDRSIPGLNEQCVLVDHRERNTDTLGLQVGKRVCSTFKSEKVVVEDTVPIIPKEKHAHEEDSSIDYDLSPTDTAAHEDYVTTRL
# KCNQ1 inh – inhibitors of human KCNQ1 potassium channel; P51787; CHO-K1 KCNQ1, FluxOR thallium flux fluorescence; active compounds read high; B-score at 10 µM; hit rate 1.3% among 310,000;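 active means compounds whose thallium flux B-score, printed positive for inhibition, exceeds three library SD while starting fluorescence stays within three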;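 further: channel opened by potassium depolarization with thallium stimulus after 20 min compound exposure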
# TRPC4 agonist – opens the mouse TRPC4 cation channel | B-score at 10 µM | Q9QUQ5 | AID 2237 | HEK293 TRPC4beta/mu-opioid, Fluo4 calcium fluorescence; active compounds read high | hit rate 0.49% among 310,000;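 active means B-score above 5 SD of library B-scores, and initial fluorescence ratio not above library mean plus 5 SD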;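 further: positive B-score marks a calcium rise read as TRPC4 activation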
#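 Assay system – TRPC4beta and mu-opioid receptor HEK293 stable cells · Measured by – Fluo4 fluorescence, kinetic · Schedule – dye loading 45 min room temperature, 110 s kinetic read · Read-out – B-scored integrated calcium fluorescence ratio · Controls – buffer and maximal DAMGO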
# PolyA inhibitor – yeast polyadenylation inhibition. S. cerevisiae SKY197-pL101 polyadenylation reporter, beta-gal luminescence; efflux-impaired pdr1/pdr3 knockout yeast; score 100 = 6 SD above DMSO. calls only at 12 µM. hit rate 0.02% among 300,000. AID 1875;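 active means lowest replicate activity score at least 50, where 100 means six control SD above control mean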;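 further: yeast exposed to compound for 9 h at 30 °C; higher score means more reporter readthrough which indicates perturbed polyadenylation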
# KCNK9 block – blocks the human KCNK9 two-pore domain potassium channel | Q9NPC2 | HEK293 KCNK9, FluxOR thallium flux fluorescence; active compounds read low | B-score at 10 µM | hit rate 1.2% among 310,000;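 active means ratio B-score over 3 SD below the library mean, with starting fluorescence within 5 SD of its mean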;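 further: negative B-score means less thallium flux so channel inhibition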
# TRPC4 inh – blocks the mouse TRPC4 cation channel; Q9QUQ5; B-score at 10 µM; HEK293 TRPC4beta/mu-opioid, DAMGO-evoked Fluo4 calcium flux; active compounds read low; hit rate 0.39% among 300,000;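 active means B-score over 3 SD under the library average, no early fluorescence shift, positive overall ratio signal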
#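 test system = HEK293 cells with stable TRPC4beta plus mu-opioid receptor expression | detection = Fluo4 Ca2+ flux fluorescence | read-out = integrated fluorescence ratio relative to baseline, converted to per-well B score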
# The depositor's hits bear a star; i = inactive; . = not tested or not shown.
structure	TRPC4 inh	hERG rescue	Platelet DG rel	KCNQ1 pot	PolyA inhibitor	TRPC4 agonist	KCNQ1 inh	TRPC4 potent	KCNK9 block	DYRK1A inh	KCNK3 block
COc1ccc(C(=O)COC(=O)Cn2c(C)csc2=O)c(OC)c1	i	-4	3	i	i	i	i	i	i	-2	i
COC(=O)C1=C(C)N=C2SC(C)C(=O)N2C1/C=C/c1ccccc1OC (centres undefined)	i	-7	1	i	i	i	i	i	i	-7	i
COC(=O)c1ccc(NC(=O)Nc2ccccc2C)cc1	i	-4	29	i	i	i	i	i	i	7	i
Cc1ccc(-n2c3nc(=O)[nH]c(=O)c-3cc3cc([N+](=O)[O-])ccc32)cc1C	i	-6	-1	i	i	i	i	10*	i	5	i
O=C1c2ccccc2C(=O)c2c1ccc1c(=O)n(C3CCCCC3)[nH]c21	i	-5	3	i	i	i	i	i	i	4	i
O=C(NC(=S)NCCc1ccccc1)c1cccc(Cl)c1	i	12*	-9	9*	i	i	i	i	i	14	i
O=[N+]([O-])c1cc(/C=N/n2cnnc2)ccc1N1CCCC1	i	-3	6	i	i	i	i	i	i	-50	i
Cc1cc(-c2cc(C(=O)NCc3ccccc3)on2)nc(NCC2CC2)n1	i	-3	10	i	.	i	i	i	i	-4	i
CCOC(=O)N1CCN(C(=O)C2CCC(=O)N(CCc3ccccc3)C2)CC1 (centres undefined)	i	-3	-10	i	i	i	i	i	i	.	i
CC(=O)c1cccc(NC(=S)NC(=O)c2cncc(Br)c2)c1	i	0	1	i	i	i	i	i	i	0	i
CCN(CC)CCOC(=O)c1ccc(NC(=O)c2ccc(Cl)c(S(=O)(=O)N3CCCCCC3)c2)cc1	i	-23	-7	i	i	i	i	i	i	5	i
Cn1c(=O)c2sccc2n(Cc2ccccc2)c1=O	i	-1	5	i	i	i	i	i	i	16	i

# Fetched one by one from above (two):
structure	TRPC4 inh	hERG rescue	Platelet DG rel	KCNQ1 pot	PolyA inhibitor	TRPC4 agonist	KCNQ1 inh	TRPC4 potent	KCNK9 block	DYRK1A inh	KCNK3 block
COc1ccc(C(=O)COC(=O)Cn2c(C)csc2=O)c(OC)c1	i	-4	3	i	i	i	i	i	i	-2	i
Cn1c(=O)c2sccc2n(Cc2ccccc2)c1=O	i	-1	5	i	i	i	i	i	i	16	i

# Remaining list, next part:
structure	TRPC4 inh	hERG rescue	Platelet DG rel	KCNQ1 pot	PolyA inhibitor	TRPC4 agonist	KCNQ1 inh	TRPC4 potent	KCNK9 block	DYRK1A inh	KCNK3 block
O=C(NCc1ccccc1)c1ccccc1NC(=O)C1CCCCC1	i	-20	-5	i	i	i	i	i	i	-4	i
CCC(c1nnnn1C(C)(C)C)N1CCN(C(=O)c2ccco2)CC1 (centres undefined)	i	-6	0	i	i	i	i	i	i	-3	i
COc1ccccc1CNC(=O)c1ccccc1OCc1ccc(F)cc1	i	-14	-6	i	i	i	i	i	-8.8*	4	i
NS(=O)(=O)c1ccc(CNC(=O)C(Cc2ccccc2)NS(=O)(=O)c2ccccc2F)cc1 (centres undefined)	i	-3	4	i	i	i	i	i	i	-2	i
COc1ccc(S(=O)(=O)c2c(O)c3ccc(C(=O)Nc4ccc(F)cc4)cc3[nH]c2=O)cc1	i	-9	-1	i	i	i	i	i	i	33	i
COc1ccccc1OCCn1c(C)c(C=O)c2ccccc21	i	-7	0	i	i	i	i	i	i	0	i
Cc1ccc(/C=C(\NC(=O)c2ccccc2)C(=O)N2CCCCC2)cc1	i	-5	-9	i	i	i	i	i	i	0	i
COc1ccc2[nH]c3c(c2c1)CC(C)NC3=O (centres undefined)	i	-5	0	i	i	i	i	i	i	.	i
CCN(Cc1ccccc1)C(=S)NC(=O)c1ccccc1Br	i	22*	4	43*	i	i	i	i	i	2	i
Clc1cccc(/C(Cc2nc3ccccc3[nH]2)=N\Nc2ccccc2)c1	i	-7	0	i	i	i	i	i	i	-2	i
CCOC(=O)C(NCCc1ccccc1F)(NC(=O)CC)C(F)(F)F (centres undefined)	i	-6	-7	i	i	i	i	i	i	-6	i
Cc1ccc(C2=NC3(CCCC3)NC2=S)cc1	i	-4	-20	i	i	i	i	i	i	-3	i
O=C(Nc1cccc(F)c1)NC1(C(=O)NCC2CCCO2)CCCCC1 (centres undefined)	i	-7	-9	i	i	i	i	i	i	13	i
CCOC(=O)Cn1c(=O)c2c(nc3n2CCCCN3c2ccc(OCC)cc2)n(C)c1=O	i	-11	1	i	i	i	i	i	i	-8	i
COc1ccccc1NC(=O)Cc1nc(CCl)cs1	i	-7	7	i	i	i	i	i	i	-2	i
COC(=O)C(C(=O)Nc1cccc(Cl)c1C)C1CCCC1 (centres undefined)	i	-4	2	i	i	i	i	i	i	-10	i
CCOC(=O)N1CCN(C(=O)CSc2ccc(-c3ccccc3OC)nn2)CC1	i	-21	7	i	i	i	i	i	i	.	i
CCn1c(SCc2nc(-c3ccccc3)no2)nc2ccccc21	i	-12	2	i	i	i	i	i	i	3	i
COc1cc(C(=O)NCc2cc3ccccc3n2C)cc(OC)c1OC	i	-6	9	i	i	i	i	i	i	17	i
Cc1cccc(N2CCN(S(=O)(=O)c3cnc[nH]3)CC2)c1C	i	-10	16	i	i	i	i	i	i	-2	i
COc1ccc(C(=O)NC(=O)Nc2cc(C)ccn2)cc1	i	-2	23	i	i	i	i	i	i	16	i
O=C(c1cn(-c2ccccc2)nc1-c1cccnc1)N1CCCCC1	i	-9	3	i	i	i	i	i	i	-3	i
COc1ccccc1N1CC(C(=O)Nc2cc(C(F)(F)F)ccc2N2CCCC2)CC1=O (centres undefined)	i	-12	13	i	i	i	i	i	i	-3	i
CCOCCCNC(=S)N1CCN(C(=O)C(=O)Nc2ccc(C(=O)OC)cc2)CC1	i	-6	5	i	i	i	i	i	i	-1	i
Nc1cccc2c1C(=O)N(Cc1nnc(-c3ccccc3Br)o1)C2=O	i	-11	-2	i	i	i	i	i	i	-2	i
O=C(/C=C/Nc1ccccc1Br)c1ccccn1	i	-9	54*	i	i	i	i	i	i	16	i
O=C(COC(=O)c1ccc2[nH]c3c(c2c1)CCCC3)NC1CCS(=O)(=O)C1 (centres undefined)	i	-17	-13	i	i	i	i	i	i	-2	i
Cc1cc(C)nc(-n2nc(C)cc2NC(=O)CN2CCC(C)CC2)n1	i	-4	-5	i	i	i	i	i	i	-4	i
CCOC(=O)c1ccc(N2C(=O)C=C(N3CCOCC3)C2=O)cc1	i	-1	-3	i	i	i	i	i	i	4	i
O=C(NNC(=O)c1ccccc1F)c1ccc2nc[nH]c2c1	i	-12	-1	i	i	i	i	i	i	-2	i
CCCc1cc(=O)oc2cc(C)cc(OCC(=O)NC(Cc3ccc(Cl)cc3)C(=O)O)c12 (centres undefined)	i	-6	-4	i	i	i	i	i	i	1	i
CN(C)CCCNc1ncnc2scc(-c3ccccc3)c12	i	-18	-16	i	i	i	i	i	i	.	i
Nc1nnc(CSCc2ccc(Cl)cc2Cl)s1	i	-4	4	i	i	i	i	i	i	-4	i
COc1cc(-c2noc(-c3cccs3)n2)cc(OC)c1OC	i	-6	2	i	i	i	i	i	i	-6	i
CCSc1ncc(Cl)c(C(=O)Nc2ccccc2Cl)n1	i	-5	-2	i	i	i	i	i	i	3	i
Cc1ccc(CNC(=O)C2CCN(S(=O)(=O)N3CCOCC3)CC2)cc1	i	-10	-11	i	i	i	i	i	i	-1	i
Cc1cc(C)n(C(=O)C(C(=O)c2ccccc2)C(C)C)n1 (centres undefined)	i	-10	-2	i	i	i	i	i	i	0	i
Cc1cnc(-c2nnc(N(C)C(=O)C3CCCO3)s2)cn1 (centres undefined)	i	-5	2	i	i	i	i	i	i	-7	i
C/C(=N\NC(=O)CN1CCCCC1)c1cccc([N+](=O)[O-])c1	i	-7	8	i	i	i	i	i	i	0	i
CN1C(=O)CC(Sc2ccccc2C(=O)O)C1=O (centres undefined)	i	-9	12	i	i	i	i	i	i	-2	i
CCOC(=O)CNC(=O)c1cc(-c2ccc3c(c2)OCCO3)oc1C	i	-16	5	i	i	i	i	i	i	-7	i
COc1ccc(-c2noc(CCC(=O)Nc3nc4ccccc4s3)n2)cc1	i	-14	-3	i	i	i	i	i	i	.	.
COc1ccc(C(=O)c2cc3cccc(OC)c3o2)cc1	i	-20	11	i	i	i	i	i	i	6	i
CS(=O)(=O)Nc1ccc(C(=O)Nc2ccc3c(c2)OCO3)cc1	i	-2	-19	i	i	i	i	i	i	0	i
C/C(=N\NC(=O)c1cccc(F)c1)c1ccc(Br)s1	i	-6	9	11*	i	i	i	i	i	-5	i
O=C(CN1CCN(c2ncc(C(F)(F)F)cc2Cl)CC1)NCCNc1ncc(C(F)(F)F)cc1Cl	i	-8	21	i	i	i	i	i	i	11	i
COc1ccc(C(=O)NCCc2c[nH]c3ccccc23)cc1OC	i	-3	5	i	i	i	i	i	i	-2	i
CCOc1cccc(CN2CCN(CCc3ccccc3)C(CCO)C2)c1O (centres undefined)	i	-11	-3	i	i	i	i	i	i	2	i
CCCCNC(=S)N(CCCO)Cc1cc2cc3c(cc2[nH]c1=O)OCCO3	i	-9	6	i	i	i	i	i	i	15	i
COC(=O)c1ccc(C)c(NS(=O)(=O)c2ccc(NC(C)=O)cc2)c1	i	-2	-1	i	i	i	i	i	i	-2	i
COc1ccc(NC(=S)N2CCCC2c2ccc(OC)c(OC)c2)cc1 (centres undefined)	i	-8	-6	i	i	i	i	i	i	3	i
Cc1nc(-c2ccc(C(=O)O)cc2)cs1	i	-2	-1	i	i	i	i	i	i	4	i
Cc1csc(=O)n1CCC(=O)OCC(=O)Nc1ccc(C(N)=O)cc1	i	-13	0	i	i	i	i	i	i	-2	i
COc1ccccc1CNCC(=O)Nc1ccccc1-n1cccc1	i	-12	-2	i	i	i	i	i	i	.	i
CCOCCCNC(=O)C(NC(=O)c1ccc(=O)[nH]c1)c1ccccc1 (centres undefined)	i	-5	-5	i	i	i	i	i	i	-6	i
CN(C)CCCN(C(=O)c1ccc(S(=O)(=O)N2CCc3ccccc3C2)cc1)c1nc2c(F)cc(F)cc2s1	i	-16	.	i	i	58*	i	i	i	16	i

# Only part of the results is shown; the hit share may differ from the screen's.
